aSyn 5UTR inh: 5' untranslated region of α-synuclein, MLPCN primary screen | alpha-synuclein 5'UTR reporter, inhibitor activity | inhibition, % (tested at 7.5 µM) | 300,000 tested, 0.82% active | AID 1813; in the data active = inhibition above about 60%; inconclusive = no clear call, values can overlap the other calls;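 also: H4 neuroglioblastoma cells stably carrying SNCA 5'UTR luciferase fusion; 0% = DMSO wells and 100% = positive control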
HSF-1 act: increases HSF-1 driven luciferase reporter signal | NIH3T3-HGL HSF-1 luciferase reporter, MG132, 8 h; 100% = twice DMSO control signal | 300,000 tested, 1.7% active | activation, % at 9 µM;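 active = mean replicate activation of at least 50% with a set share of replicates each reaching 50%; inconclusive = only one of those two conditions met; inactive = mean below 50% and too few replicates reaching it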;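 also: 0% = median of the neutral control wells and 100% = twice that signal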
AI-2 QS mod: Vibrio harveyi AI-2 quorum sensing modulation | Vibrio harveyi JMH597 AI-2 luminescence/OD600 ratio, 9 h; active compounds read low; strain lacks LuxN and CqsS sensors; 0 = neutral-control median | activity change, % at 7.5 µM | 300,000 tested, 0.4% active | AID 2094; in the data active = activity change below about -75%, passing the limit was not always enough; inconclusive = no clear call, values can overlap the other calls;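 also: luminescence divided by OD600 gain over 9 h not by final OD600 alone; inactives centre near 13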
HSF1 inh: HSF1 inhibition; NIH3T3-HGL HSE-luciferase, MG132-induced, luminescence 8 h; active compounds read low; 300,000 tested, 0.77% active; AID 2098; activity change, negative = inhibition, % at 7.5 µM (by protocol);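 active = more than half of replicate wells show activity change below -50%, luminescence cut by over half; inconclusive = some wells, but at most half, below -50%; inactive = no replicate well below -50%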;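 also: luciferase reports HSF-1 transcriptional activity via heat shock element; 0% = median of DMSO wells and -100% = zero luminescence signal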
HIF activator: HIF pathway transcriptional activation | AID 1910 | U2OS HRE-luciferase reporter, luminescence; normalized: DMSO 0%, desferrioxamine 100% | activation, % at 7.5 µM (by protocol) | 300,000 tested, 0.32% active;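 active = mean activation of at least 10% of the iron chelator positive control signal, with at least half of replicates also reaching 10%; inconclusive = mean and replicate majority disagree about reaching 10%; inactive = mean and most replicates under 10%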
IEC-6 cytotox: kills IEC-6 intestinal cells in KLF5 counter-screen; inhibition, % at 5 µM; 290,000 tested, 0.78% active; IEC-6 cytotoxicity, luminescence viability; in the data active = inhibition above about 22%;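 also: 0% = plate median of test compound wells and 100% = cytotoxic reference compound wells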
SKKanGAS inh: blocks kanamycin growth of S. pyogenes SKKanGAS strain. 300,000 tested, 1.3% active. BacTiter-Glo, 6 h. AID 1662. inhibition, % at 7.5 µM;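 active = mean replicate score, as percent of positive control median, at least 50; inconclusive = mean below 50 but one replicate at or above 50; inactive = mean and every replicate below 50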;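 also: strain carries kanamycin resistance gene driven by streptokinase promoter and grows in 40 µg/ml kanamycin; loss of luminescence reflects streptokinase promoter inhibition or plain growth inhibition; 0% = median of DMSO wells and 100% = positive control at its reference dose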
Platelet DG rel: modulates dense granule release in human platelets; human platelet-rich plasma, SFLLRN dense granule ATP release, luminescence; inhibition, %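 (compounds screened at 7.5 µM in platelet-rich plasma)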; 300,000 tested, 0.22% active; AID 1663;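 active = mean replicate score, as percent of positive control, at or above 50; inconclusive = mean below 50 but at least one replicate at or above 50; inactive = mean and every replicate below 50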
KLF5 inh: kruppel-like factor 5 inhibition. DLD-1 KLF5 promoter-luciferase reporter, luminescence. inhibition, % at 5 µM. 290,000 tested, 0.23% active;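 active = inhibition above a per-plate limit of that plate's mean compound inhibition plus 3 SD, cut at about 60% in these data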;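 also: 0% = DMSO wells and 100% = LY294002 at 200 µM; higher means less KLF5 promoter-driven luciferase light; inactives centre near -14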
HSP90 inh: inhibitors of HSP90 luciferase refolding in rabbit reticulocyte lysate; luciferase refolding luminescence, 3 h; inhibition, % at 5.6 µM; 290,000 tested, 0.91% active; AID 1789;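 active = inhibition above the screen-wide mean plus 3 SD, computed separately per campaign, cut at about 16% in these data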;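 also: 0% = DMSO wells and 100% = 60 µM geldanamycin wells; inhibitors lower the luminescence because luciferase stays unfolded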
An asterisk follows results filed as active; ? = inconclusive; . = not tested or not shown.

1) CNC(=S)N/N=C/c1cn(CCOc2cccc(OC)c2)c2ccccc12
2) CCN(CC)C(=O)CSc1nnc([C@H](Cc2c[nH]c3ccccc23)NC(=O)OC(C)(C)C)o1
3) Cc1ccc(C(=O)c2nccn2C)cc1C
4) O=C(NCc1cccs1)c1nn2cccnc2c1Cl
5) C=CCn1c(P(=O)(O)c2ccccc2)nc2ccccc21
6) OCCSc1nc(-c2cccnc2)nc2ccccc12

assay / compound,1,2,3,4,5,6
aSyn 5UTR inh,-12,-2,-36,-26,22,-25
HSF-1 act,35,3,31,5,3,-5
AI-2 QS mod,17,17,31,8,18,9
HSF1 inh,17,-5,8,6,-14,-14
HIF activator,-0.5,-0.1,0.8,1.1,-0.7,-0.8
IEC-6 cytotox,-1,0,-2,-1,4,4
SKKanGAS inh,31,-1,0,-7,-3,-1
Platelet DG rel,13,-1,-10,2,4,1
KLF5 inh,-7,-27,-18,-32,-21,-20
HSP90 inh,-1,-1,-2,-4,-1,0

7) Brc1ccc(OCc2nnc3n2CCC3)cc1
8) CCc1ccc(-c2cc3c(=O)n(CC(=O)N4CCCCCC4)nc(C)n3n2)cc1
9) CCOc1ccc(Nc2nc3ccccc3n3cnnc23)cc1
10) O=C(N/N=C/c1cc2c(cc1Br)OCO2)C1COc2ccccc2O1 (configuration not stated)
11) C=CCNC(=O)c1ccccc1NC(=O)c1ccccc1
12) COc1cccc(C2=NOC(C(=O)NCc3cccs3)C2)c1 (configuration not stated)

assay / compound,7,8,9,10,11,12
aSyn 5UTR inh,-2,17,13,-96,22,-16
HSF-1 act,-14,4,17,37,0,-4
AI-2 QS mod,8,20,19,24,27,23
HSF1 inh,6,-2,-1,18,-2,0
HIF activator,0.0,-0.3,-0.8,3.5,-0.3,1.9
IEC-6 cytotox,1,-2,2,5,6,6
SKKanGAS inh,-4,-5,28,-4,-7,-8
Platelet DG rel,6,-4,-12,-13,-5,6
KLF5 inh,-2,-23,5,3,-11,-36
HSP90 inh,4,-2,-4,1,-2,-4

13) COc1ccc(CC(=O)N/N=C(\C)c2ccc(Br)s2)cc1
14) CCSc1oc(-c2ccco2)nc1S(=O)(=O)c1ccc(C)cc1
15) Cc1[nH]nc2c1C(c1ccoc1)C(C#N)=C(N)O2 (configuration not stated)
16) Cc1ccc(CNC(=O)CCS(=O)(=O)c2ccc(Br)s2)cc1
17) COc1cc(/C=N/OCC(=O)NC23CC4CC(CC(C4)C2)C3)ccc1OCc1ccccc1
18) COc1ccccc1NC(=O)CCCC(=O)OC(C)C(=O)c1ccccc1 (configuration not stated)

assay / compound,13,14,15,16,17,18
aSyn 5UTR inh,-10,36,2,20,-43,-7
HSF-1 act,16,14,15,-1,16,-2
AI-2 QS mod,6,.,18,10,11,7
HSF1 inh,-5,11,6,1,3,3
HIF activator,0.6,1.3,-0.3,-0.5,0.1,0.2
IEC-6 cytotox,.,-7,-1,-2,5,-3
SKKanGAS inh,-5,-2,-1,-4,49,-5
Platelet DG rel,-37,-1,1,-1,-1,5
KLF5 inh,.,-5,-6,-25,-36,-26
HSP90 inh,.,1,1,-1,5,-2

19) Cc1cccc(NC(=O)C(C)OC(=O)c2ccccc2NS(=O)(=O)c2cc(C)c(C)c([N+](=O)[O-])c2)c1 (configuration not stated)
20) CC(=O)c1cccc(NC(=O)CN(C)S(=O)(=O)c2ccccc2)c1
21) CC1=C(C(=O)N2CCOCC2)C(c2ccc(-c3ccccc3)cc2)NC(=S)N1 (configuration not stated)
22) CCOC(=O)/C(C(N)=NC)=C(\O)c1ccccc1
23) O=C(C1CC1)N1CCc2cc(S(=O)(=O)NCCC3=CCCCC3)ccc21
24) O=C(NC1CCS(=O)(=O)C1)c1ccc2c(c1)OCO2 (configuration not stated)

assay / compound,19,20,21,22,23,24
aSyn 5UTR inh,16,-26,-8,-6,23,7
HSF-1 act,-20,7,-4,4,-9,-3
AI-2 QS mod,18,10,21,8,0,7
HSF1 inh,6,4,2,-2,2,1
HIF activator,-0.3,2.0,0.2,-0.1,-0.4,0.3
IEC-6 cytotox,2,3,-3,-1,5,.
SKKanGAS inh,14,-7,-6,-2,5,0
Platelet DG rel,7,4,-1,-9,-1,-1
KLF5 inh,-3,-21,-12,2,-8,.
HSP90 inh,0,2,2,-2,5,.

25) OCCC1CN(Cc2cn[nH]c2C2CCCCC2)CCN1Cc1ccccc1 (configuration not stated)
26) COc1ccc(CNc2nc(NC(C)=O)nn2-c2ccccc2)cc1
27) COc1ccc(Cc2nnc(CCc3ccccc3)s2)cc1
28) Cc1cnc(CNC(=O)CC2C(=O)NCCN2Cc2ccccc2C(F)(F)F)cn1 (configuration not stated)
29) O=C(Cc1ccccc1)NNC(=O)c1ccc(Br)o1
30) CCOc1ccccc1/C=N/NC(=O)CNC(=O)c1ccc(S(=O)(=O)N2CCOCC2)cc1

assay / compound,25,26,27,28,29,30
aSyn 5UTR inh,-12,-3,-17,4,11,-14
HSF-1 act,5,0,13,-16,-8,13
AI-2 QS mod,22,10,?,13,32,17
HSF1 inh,-5,-1,-4,-3,-2,-5
HIF activator,0.1,0.0,-2.0,-0.1,-1.3,-0.1
IEC-6 cytotox,-1,-3,4,1,6,0
SKKanGAS inh,5,-3,-10,14,-7,-1
Platelet DG rel,1,-2,-4,0,-2,-5
KLF5 inh,-23,-30,-44,-3,-12,-10
HSP90 inh,0,-1,4,0,0,-1

Of the compounds above, four contain a thiophene ring, fused or not:
4) O=C(NCc1cccs1)c1nn2cccnc2c1Cl
12) COc1cccc(C2=NOC(C(=O)NCc3cccs3)C2)c1 (configuration not stated)
13) COc1ccc(CC(=O)N/N=C(\C)c2ccc(Br)s2)cc1
16) Cc1ccc(CNC(=O)CCS(=O)(=O)c2ccc(Br)s2)cc1

assay / compound,4,12,13,16
aSyn 5UTR inh,-26,-16,-10,20
HSF-1 act,5,-4,16,-1
AI-2 QS mod,8,23,6,10
HSF1 inh,6,0,-5,1
HIF activator,1.1,1.9,0.6,-0.5
IEC-6 cytotox,-1,6,.,-2
SKKanGAS inh,-7,-8,-5,-4
Platelet DG rel,2,6,-37,-1
KLF5 inh,-32,-36,.,-25
HSP90 inh,-4,-4,.,-1

(list continues)
31) O=c1c2ccccc2nc(-c2ccco2)n1CCc1ccc(O)cc1
32) COc1cccc(CNCC(O)(c2ccc(Cl)cc2)c2ccc(Cl)cc2)c1
33) O=C1C2C(C(=O)N1CC1CCCO1)C1C=CC2C12CC2 (configuration not stated)
34) Nc1c(C(=O)NCC2CCCO2)c2nc3ccccc3nc2n1-c1ccccc1 (configuration not stated)
35) Cc1cccc(OC2CCN(Cc3c(C(=O)N4CCCC4)nc4ccccn34)CC2)c1
36) CCCN(Cc1cc2ccccc2[nH]c1=O)C(=O)c1cccc([N+](=O)[O-])c1

assay / compound,31,32,33,34,35,36
aSyn 5UTR inh,-16,-10,-17,?,4,18
HSF-1 act,-21,-27,-19,-21,6,7
AI-2 QS mod,11,17,5,15,14,23
HSF1 inh,-14,-3,-6,-12,-3,1
HIF activator,-2.3,-0.4,-0.1,-0.9,0.4,-0.3
IEC-6 cytotox,-1,-6,-4,12,9,-3
SKKanGAS inh,12,84*,-1,13,4,-9
Platelet DG rel,6,1,-32,1,3,-2
KLF5 inh,-2,2,-15,13,11,-5
HSP90 inh,-2,-1,2,2,2,6

Values in list order from the entries so far:
HSF-1 act, compounds 20–31 → 7, -4, 4, -9, -3, 5, 0, 13, -16, -8, 13, -21

Later entries:
37) Cc1ccc(OCC(=O)Nc2ccc(N3CCN(S(C)(=O)=O)CC3)cc2)cc1C
38) COCCNC(=O)COC(=O)c1ccc(S(=O)(=O)N2CCOCC2)cc1
39) O=C(N/N=C/c1ccc([N+](=O)[O-])cc1)c1ccccc1OCc1ccccc1
40) O=C(CSc1ccc(-c2cccnc2)nn1)Nc1ccc(F)cc1
41) COC(=O)c1cc2sc(Cl)cc2n1CC(=O)Nc1cccc(SC)c1
42) CC(C)Nc1nc(NNc2nc(Cl)nc(NC(C)(C)C)n2)nc(NC(C)C)n1

assay / compound,37,38,39,40,41,42
aSyn 5UTR inh,-28,4,-37,12,-6,2
HSF-1 act,61*,1,?,-3,.,4
AI-2 QS mod,8,10,13,-8,4,0
HSF1 inh,35,-7,11,-3,.,1
HIF activator,-0.1,0.4,0.3,0.0,0.0,0.2
IEC-6 cytotox,0,2,7,7,6,2
SKKanGAS inh,9,-8,-1,1,16,-4
Platelet DG rel,-4,2,13,-11,5,9
KLF5 inh,-12,-10,10,-19,-10,9
HSP90 inh,-3,-6,1,2,1,5

43) COc1ccc(NC(=S)N(C)CC2COc3ccccc3O2)cc1 (configuration not stated)
44) Cn1cnc2cc(OC(=O)c3ccccc3)ccc21
45) Cc1c(NC(=O)C(C)OC(=O)c2ccc(NC(=O)CC#N)cc2)c(=O)n(-c2ccccc2)n1C (configuration not stated)
46) COc1cc(CN2CCCCCC2)cc(OC)c1
47) Cc1ccc(C2C(C#N)=C(N)N(N(C)C)C3=C2C(=O)CCC3)cc1 (configuration not stated)
48) CC(=O)c1ccc(NC(=S)Nc2cccc(Cl)c2C)cc1
49) CCOC(=O)CSc1nnc(Cn2c(=O)sc3ccccc32)n1C
50) CN(C)c1nc(N(C)C)nc(N2CCCCC2)n1

assay / compound,43,44,45,46,47,48,49,50
aSyn 5UTR inh,-15,-12,-5,-1,-25,-31,-6,-2
HSF-1 act,11,24,9,8,-3,30,-6,-2
AI-2 QS mod,16,7,26,14,22,9,15,12
HSF1 inh,8,1,-2,-6,-3,5,-3,-8
HIF activator,0.7,0.1,-0.2,0.9,0.1,4.0,-0.5,0.0
IEC-6 cytotox,5,6,.,-3,-2,1,-2,3
SKKanGAS inh,-4,3,7,-4,6,3,-2,1
Platelet DG rel,-2,17,-5,1,0,-2,3,0
KLF5 inh,-25,4,.,-32,8,-5,-9,2
HSP90 inh,2,2,.,-2,-3,4,0,-2

Compound activity as filed in PubChem.
